XBP1 UPR activ – adaptive UPR (XBP1) activation; CHO-XBP1 luciferase reporter, IRE1-XBP1 UPR activation, luminescence; percent of tunicamycin response, DMSO as zero; activation, % at 20 µM; actives 0.33% (n = 330,000);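 active means versus positive control, 20 µM dose yields 30% or more activation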;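 further: 100% = tunicamycin at 10 µg/mL and 0% = DMSO only wells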
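Assay system: IRE1-XBP1 luciferase reporter CHO line. Input: 1000 cells/well. Buffer or medium: F12 with 10% serum. Doses: 20 µM, 1% DMSO. Times: overnight seeding at 37 °C, 6 h compound treatment at 37 °C. Technique: Steady-Glo luciferase glow luminescence, 10 min after reagent addition.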
EBI2 block – EBI2 (human) antagonism. inhibition, % at 5 µM. actives 0.81% (n = 360,000). EBI2 beta-arrestin recruitment, luminescence, 7a,25-OHC stimulated; in the data active means inhibition above about 38%;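 further: enzyme fragment complementation signal reports receptor beta-arrestin coupling in cells; 0% = agonist plus DMSO wells and 100% = wells without agonist; some results beyond the cut were filed as inactive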
Target sequence (P32249 whole entry, looked up, the tested form may be a part): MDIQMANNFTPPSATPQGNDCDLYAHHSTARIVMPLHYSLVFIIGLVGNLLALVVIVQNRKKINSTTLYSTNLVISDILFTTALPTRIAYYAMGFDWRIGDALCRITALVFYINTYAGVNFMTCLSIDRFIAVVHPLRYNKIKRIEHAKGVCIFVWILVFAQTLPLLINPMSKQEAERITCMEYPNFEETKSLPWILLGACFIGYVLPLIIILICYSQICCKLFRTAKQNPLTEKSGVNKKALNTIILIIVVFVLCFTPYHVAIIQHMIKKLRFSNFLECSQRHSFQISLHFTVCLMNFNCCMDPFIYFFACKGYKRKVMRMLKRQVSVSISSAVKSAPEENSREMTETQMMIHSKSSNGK
UPR CHOP act – apoptotic UPR (CHOP) activation | CHO-CHOP luciferase reporter, luminescence; percent of tunicamycin response over DMSO baseline | activation, % at 10 µM | actives 0.34% (n = 330,000);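 active means at 10 µM dose, activation of 40% or more, normalized to positive control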;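 further: 100% = tunicamycin at 10 µg/mL and 0% = DMSO alone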
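System: CHO-CHOP luciferase reporter cell line; amount: 500 cells/well; buffer or medium: F12 medium containing 10% fetal bovine serum; incubation: 6 h compound exposure at 37 °C after overnight seeding; measured by: luciferase luminescence after 10 min with Steady-Glo reagent; evaluation: % reporter activation, DMSO baseline versus tunicamycin full activation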
697 NFkB inh – inhibitors of the PMA/ionomycin-induced NF-kB reporter in 697 B cells; inhibition, % at 4 µM; 697 B-cell NF-kB luciferase reporter, 16 h; AID 435022; actives 0.33% (n = 330,000); in the data active means inhibition above about 35%
CCR6 antag – CCR6 (human) receptor antagonism. P51684. CHO-K1 CCR6 PathHunter beta-arrestin, luminescence, CCL20-stimulated. inhibition, % at 20 µM. actives 0.49% (n = 340,000);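 active means compounds whose inhibition of the agonist-driven luminescence signal at 20 µM reaches about 50%, limit read from the data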;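 further: cells stimulated with CCL20 at 14 nM final; plate controls were DMSO with CCL20 for no effect and DMSO without agonist for full effect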
Target sequence (P51684 whole entry, looked up): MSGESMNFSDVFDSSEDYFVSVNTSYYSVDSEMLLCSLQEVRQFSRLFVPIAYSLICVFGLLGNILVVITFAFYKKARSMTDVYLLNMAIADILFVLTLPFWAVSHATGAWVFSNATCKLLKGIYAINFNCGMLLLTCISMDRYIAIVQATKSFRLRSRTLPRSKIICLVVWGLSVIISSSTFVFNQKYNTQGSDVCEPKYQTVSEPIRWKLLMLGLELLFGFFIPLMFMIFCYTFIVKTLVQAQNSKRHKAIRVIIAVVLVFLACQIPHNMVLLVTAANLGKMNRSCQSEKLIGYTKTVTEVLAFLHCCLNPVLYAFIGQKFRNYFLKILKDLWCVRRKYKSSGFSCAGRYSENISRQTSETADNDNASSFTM
Gli-Sufu block – Gli-Sufu pathway antagonism; actives 0.74% (n = 340,000); AID 588413; Sufu-KO-LIGHT fibroblasts, Gli luciferase reporter luminescence; inhibition, % at 5 µM;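 active means inhibition above about 55%, limit read from the data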;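 further: 0% = DMSO-treated cells and 100% = wells with medium but no cells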
Mdm2-MdmX inh – inhibitors of human Mdm2/MdmX interaction; SaOS-2 split-luciferase Mdm2/MdmX complementation, luminescence; inhibition, % at 8 µM; actives 3% (n = 330,000); AID 485346;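 active means inhibition of at least 50% at 8 µM in the primary screen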
Jurkat NFkB inh – lowers PMA/ionomycin-induced NF-kB signal in Jurkat cells | PMA/ionomycin-induced NF-kB luciferase reporter, luminescence | actives 0.53% (n = 330,000) | inhibition, % at 4 µM; in the data active means inhibition above about 50%
CXCR6 block – CXCR6 (human) receptor inhibition; O00574; CHO-K1 PathHunter CXCR6 beta-arrestin, luminescence; actives 0.36% (n = 360,000); inhibition, % at 20 µM; in the data active means inhibition above about 34%, passing the limit was not always enough;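 further: antagonist mode with CXCL16 agonist at 10 nM final; 0% = 10 nM CXCL16 with DMSO and 100% = unstimulated wells without agonist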
Target sequence (O00574 whole entry, looked up): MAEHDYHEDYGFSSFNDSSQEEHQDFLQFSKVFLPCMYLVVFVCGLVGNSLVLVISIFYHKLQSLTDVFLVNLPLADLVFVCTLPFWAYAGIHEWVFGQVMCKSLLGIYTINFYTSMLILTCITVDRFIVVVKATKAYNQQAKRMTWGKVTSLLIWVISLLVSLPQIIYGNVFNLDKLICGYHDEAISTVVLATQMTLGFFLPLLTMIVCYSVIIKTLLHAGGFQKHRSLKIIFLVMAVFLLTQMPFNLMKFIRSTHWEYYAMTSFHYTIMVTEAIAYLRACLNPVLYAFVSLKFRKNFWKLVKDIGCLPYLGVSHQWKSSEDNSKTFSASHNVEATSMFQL
Active calls of the source: *; nt = not tested or not shown. Compounds as they come. Share with any hit: about 5%.

SMILES | XBP1 UPR activ | EBI2 block | UPR CHOP act | 697 NFkB inh | CCR6 antag | Gli-Sufu block | Mdm2-MdmX inh | Jurkat NFkB inh | CXCR6 block
NC(=O)c1sc2nc(-c3ccccc3)ccc2c1N | 3 | -6 | 5.0 | -77 | -3 | -64 | -10 | -22 | 8
Cc1ccc2c3c([nH]c2c1)C(=O)CC(C)(C)S3 | 1 | -1 | 1.1 | 13 | 1 | -9 | 16 | -14 | -1
CCOc1cc(/C=N/n2cnnc2)ccc1OS(=O)(=O)c1ccccc1 | 2 | -4 | 2.0 | 2 | 1 | 1 | 1 | 1 | -11
c1ccc(Oc2ccc(-n3cnnn3)cc2)cc1 | -3 | 9 | -0.5 | -1 | 4 | 4 | 12 | -2 | 7
COc1cc2c(N3CCOCC3)cc(O)c(CC(=O)Nc3ccccc3)c2cc1OC | -5 | 6 | 0.2 | 9 | -1 | 29 | 8 | -1 | -10
O=C(COc1ccc(Br)cc1Cl)NC1CCN(Cc2ccccc2)CC1 | -6 | 9 | -0.1 | 15 | 6 | 33 | 19 | -7 | -5
CC(C(N)=O)N1C(=O)C2C3C=CC(C3)C2C1=O (stereo unspecified) | -1 | -10 | -2.1 | 16 | -16 | 2 | 19 | 14 | 8
CN(Cc1ccccc1)C1CCN(Cc2ccccc2[N+](=O)[O-])CC1 | nt | -3 | nt | nt | 6 | 27 | nt | nt | -17
COc1cc(CCN2C(=O)c3cccc4cccc(c34)C2=O)c(S(=O)(=O)NCCO)cc1OC | -1 | -9 | -0.4 | 19 | -14 | 6 | 19 | 5 | -5
CCOc1ccc(NC(=O)c2oc3ccccc3c2NC(=O)CC)cc1 | 0 | nt | 2.0 | -31 | nt | nt | -17 | -36 | nt
CC1(C)Cc2c(C#N)c(N3CCN(C(=O)c4ccccc4Cl)CC3)nc(-c3ccco3)c2CS1 | -2 | 1 | 0.8 | 14 | 15 | -4 | -6 | 14 | 6
COC(=O)CSc1nnc(-c2cccs2)n1-c1ccc(Cl)cc1 | -1 | -5 | 0.0 | 12 | 1 | 5 | -1 | -1 | -14
C/C(=N\NC(=O)c1ccc(C)cc1C)c1ccc2c(c1)OCO2 | -1 | -10 | -1.3 | 0 | 18 | -14 | -6 | -16 | 5
Cc1cc(C)nc(SCc2nnc(SCC(=O)N3CCOCC3)o2)n1 | 2 | -10 | -2.4 | 8 | 2 | 2 | -15 | -1 | 6
Cc1ccc2cc(CN(Cc3ccco3)S(=O)(=O)c3c(C)ccc4nsnc34)c(=O)[nH]c2c1 | -2 | 5 | 0.4 | 8 | -4 | 5 | -11 | -8 | 3
CCOC(=O)Cn1c(=O)oc2cc(S(=O)(=O)N3CCc4ccccc43)ccc21 | -2 | -1 | -0.3 | -9 | 3 | 5 | 7 | 1 | -8
CCc1ccc(CCC(=O)Nc2ccc(C(C)=O)cc2)o1 | -2 | -8 | -1.0 | 11 | -7 | -5 | 1 | -12 | 2
Nc1nc2c([N+](=O)[O-])cccc2s1 | 3 | -9 | -0.4 | -2 | 11 | -1 | -5 | -6 | -4
CCCCNC(=O)CSc1nc2ccccc2c(=O)n1CC1COc2ccccc2O1 (stereo unspecified) | 0 | 15 | 1.9 | -28 | 10 | 9 | -23 | -6 | 0
Cc1ccc(C(=O)NCc2ccc3c(c2)OCO3)cc1S(=O)(=O)N1CCCCC1 | -2 | -7 | -0.5 | 3 | 3 | -15 | 11 | 3 | 8
Cn1c(=O)c2c(nc(CN3CCc4ccccc4C3)n2Cc2ccc(F)cc2)n(C)c1=O | 1 | 12 | 1.9 | 13 | -15 | -8 | 21 | -9 | -5
CCc1noc(C)c1C(=O)N1CCN(S(=O)(=O)c2ccc(C(C)=O)cc2)CC1 | 1 | -6 | 0.6 | 5 | 0 | -4 | 5 | 16 | 4
O=S(=O)(c1ccc(F)cc1)N1CCN(Cc2nnc(-c3ccccc3)o2)CC1 | 0 | -8 | 4.5 | 8 | 8 | -2 | 6 | 15 | -11
CCCCn1c(=O)[nH]c(=O)c2c1nc(Cn1ncc(Cl)c(Cl)c1=O)n2CCC | -11 | 30 | -7.3 | 3 | 33 | 31 | 100* | 18 | 24
CC1c2[nH]c3ccccc3c2C[C@H]2C(=O)N(CCCN(C)C)CC(=O)N12 (stereo partly specified) | -3 | -10 | 1.2 | 3 | 8 | 10 | -2 | -13 | 1
Fc1ccc(OCc2nc3ccccc3s2)cc1 | -1 | -6 | 1.7 | -192 | 9 | -68 | -93 | -113 | -7
CCOCc1nnc(NC(=O)C2CCN(C(=O)c3ccco3)CC2)s1 | 2 | 9 | -1.0 | -10 | -6 | -7 | 10 | -2 | -4
O=C(CCc1ccccn1)NC1CCCc2c1cnn2-c1ccc(F)cc1F (stereo unspecified) | 0 | -10 | 2.5 | 7 | 7 | 7 | 7 | 14 | -2
O=C(CSc1ccccc1)Nc1ccc(C(=O)Nc2cccc(O)c2)cc1 | 0 | 9 | 2.1 | 13 | -11 | -23 | -22 | -8 | -4
CC(=O)c1ccc(-n2c(CCC(=O)O)ccc2-c2ccc(C)cc2)cc1 | 7 | -5 | 2.4 | 21 | -1 | 26 | -5 | -7 | 2
C/C(=N\OC(=O)c1c(-c2ccccc2Cl)noc1C)c1ccncc1 | 8 | 6 | -1.2 | -3 | 7 | 3 | -36 | -5 | 5
CCc1ccc(S(=O)(=O)NC2CCCCNC2=O)cc1 (stereo unspecified) | -2 | 3 | -1.8 | 6 | 6 | -6 | 4 | 0 | -7
Cn1c(=O)[nH]c(=O)c2c1nc(SCC(O)CO)n2CCCc1ccccc1 (stereo unspecified) | -3 | -3 | -0.6 | -17 | 10 | -1 | -40 | 1 | -8
Cc1nn(-c2ccc(F)cc2)c(Cl)c1/C=C(\CCC(=O)O)c1nc2ccccc2s1 | -1 | -4 | -1.9 | 17 | -8 | -2 | -28 | -2 | -2
O=C(c1ccccc1CCc1ccccc1)N1CCOCC1 | -4 | -20 | -1.9 | -1 | -7 | -29 | 11 | -3 | -2
CCn1c(CC(=O)Nc2cccc(OC)c2)nnc1SCC(=O)N1CCN(c2ccccc2)CC1 | -1 | -5 | 0.5 | 18 | 1 | -2 | 3 | -1 | 2
CC(CN1CCC(O)CC1)c1ccccc1 (stereo unspecified) | -3 | -4 | 0.9 | -10 | -5 | 13 | -8 | 6 | 0
CCOc1ccc(CN(C)C(=O)CNC(=O)C2CCCCC2)cc1OC | -9 | -9 | 2.1 | -26 | 10 | -5 | 9 | -7 | -1
C=CCn1c(SCc2ccc(F)cc2)nnc1-c1sc2nc(C)cc(C)c2c1N | 3 | -9 | -0.7 | -12 | 8 | 5 | 4 | 0 | -1
CN(C)C1=NCCN1CCC1CCCC1 | 0 | 0 | -0.7 | -2 | -9 | -1 | -39 | 9 | -4

2 of the compounds above, as comma-separated lines.
compound,XBP1 UPR activ,EBI2 block,UPR CHOP act,697 NFkB inh,CCR6 antag,Gli-Sufu block,Mdm2-MdmX inh,Jurkat NFkB inh,CXCR6 block
CCOCc1nnc(NC(=O)C2CCN(C(=O)c3ccco3)CC2)s1,2,9,-1.0,-10,-6,-7,10,-2,-4
Fc1ccc(OCc2nc3ccccc3s2)cc1,-1,-6,1.7,-192,9,-68,-93,-113,-7

Next section
SMILES | XBP1 UPR activ | EBI2 block | UPR CHOP act | 697 NFkB inh | CCR6 antag | Gli-Sufu block | Mdm2-MdmX inh | Jurkat NFkB inh | CXCR6 block
CC1(C)N=c2ccc([N+](=O)[O-])c(N)c2=[N+]1[O-] | -1 | -24 | 2.0 | 22 | 1 | 4 | -34 | 13 | 2
CCOC(=O)N1CCN(S(=O)(=O)c2ccc(OCC)cc2)CC1 | 0 | -14 | -0.2 | 10 | 3 | 2 | 24 | 3 | 0
Cc1c(C(=O)N2CCCCC2)c(S(=O)(=O)NCCc2ccccc2)c(C)n1C | 0 | 5 | 0.4 | 6 | -1 | 23 | 2 | 0 | -1
COC(=O)c1ccc(C(=O)N(C)C2CCCN(Cc3ccccc3F)C2)nc1 (stereo unspecified) | -2 | 8 | 0.5 | -37 | 11 | -7 | 5 | -13 | 2
COCCCNC(=O)CSc1c2c(nc3ccc(Cl)cc13)CCCC2 | -3 | -1 | -0.3 | -14 | 6 | 49 | -3 | 3 | 4
O=S(=O)(NC1=NCCC1)c1ccc(F)cc1 | 0 | -3 | -0.2 | -21 | -13 | -13 | -24 | 0 | 2
CC1CCC/C(=C\Nc2ccc(C(=O)O)c(O)c2)C1=O (stereo unspecified) | 0 | -8 | 3.2 | -17 | 6 | -10 | 2 | -8 | -4
CC1CC(C)CN(C(=O)C2CC(=O)N(c3ccc(F)cc3)C2)C1 (stereo unspecified) | -3 | 2 | 0.9 | 7 | 9 | 14 | 27 | 0 | -4
Cc1nn(-c2ccccc2)nc1C(=O)NNC(=O)c1cccc2ccccc12 | -1 | 0 | 1.8 | -11 | 18 | 0 | 0 | -11 | -2
Cc1[nH]c2ccccc2c1C(=O)CSC(=S)N(C)C | 3 | -5 | 5.7 | -37 | 6 | -17 | -17 | 7 | 0
O=C(NNC(=O)c1ccccc1Br)c1ccc2nc[nH]c2c1 | -5 | 2 | 2.3 | -1 | 1 | -16 | 15 | 1 | 4
Cc1cccc(N2CCN(C(=S)Nc3ccc4nc5n(c(=O)c4c3)CCCCC5)CC2)c1C | 2 | -2 | 2.7 | -26 | 5 | 10 | 19 | -16 | 6
COc1ccc(CN(C(=O)CSc2nnc(-c3ccc(F)cc3)o2)c2ccc(F)cc2)cc1 | -2 | 13 | 0.9 | 9 | 13 | -13 | 9 | 4 | 8
O=c1oc(-c2ccc([N+](=O)[O-])cc2)nc2ccccc12 | -3 | 6 | 1.2 | -13 | 5 | -11 | 2 | -4 | -9
COc1ccc(-c2ccc(SCC(=O)N3CCOCC3)nn2)cc1 | -1 | -4 | 0.4 | 3 | -19 | -15 | 8 | -10 | -1
Cc1ccc(S(=O)(=O)N(CC(=O)NCCSCc2ccco2)c2cc(C)ccc2C)cc1 | -3 | 20 | 3.3 | 6 | 3 | 1 | -1 | 19 | 17
CC(C)(OC(=O)c1cccs1)c1cc2ccccc2c(=O)o1 | -2 | 0 | -0.9 | 21 | 13 | 8 | 23 | -7 | 14
CCCc1nc2c(sc3nc4c(cc32)COC(C)(C)C4)c(=O)n1CCN(CC)CC | -1 | 10 | 0.7 | 7 | 10 | 8 | 9 | -11 | -6
Cc1ccc(S(=O)(=O)N2CCN(C(=O)c3cccc(F)c3)CC2)cc1 | 0 | 6 | -1.9 | 9 | 4 | -5 | 2 | 9 | -15

Record cards, as listed above.
Record of `CC1CC(C)CN(C(=O)C2CC(=O)N(c3ccc(F)cc3)C2)C1` (stereo unspecified) → XBP1 UPR activ = -3; EBI2 block = 2; UPR CHOP act = 0.9; 697 NFkB inh = 7; CCR6 antag = 9; Gli-Sufu block = 14; Mdm2-MdmX inh = 27; Jurkat NFkB inh = 0; CXCR6 block = -4
Record of `Cc1nn(-c2ccccc2)nc1C(=O)NNC(=O)c1cccc2ccccc12` → XBP1 UPR activ = -1; EBI2 block = 0; UPR CHOP act = 1.8; 697 NFkB inh = -11; CCR6 antag = 18; Gli-Sufu block = 0; Mdm2-MdmX inh = 0; Jurkat NFkB inh = -11; CXCR6 block = -2
Record of `Cc1[nH]c2ccccc2c1C(=O)CSC(=S)N(C)C` → XBP1 UPR activ = 3; EBI2 block = -5; UPR CHOP act = 5.7; 697 NFkB inh = -37; CCR6 antag = 6; Gli-Sufu block = -17; Mdm2-MdmX inh = -17; Jurkat NFkB inh = 7; CXCR6 block = 0
